# PV pol inh: inhibitors of poliovirus RNA polymerase binding and polymerization; poliovirus polymerase elongation, fluorescence polarization; hits give low values; hit rate 0.66% among 150,000; % elongation, % (compound at 16.7 µg/mL); P03300; in the data active = % elongation below about 90%; also: some results filed as inactive read as strong as hits
# Target sequence (P03300 1749-2209 limits assumed): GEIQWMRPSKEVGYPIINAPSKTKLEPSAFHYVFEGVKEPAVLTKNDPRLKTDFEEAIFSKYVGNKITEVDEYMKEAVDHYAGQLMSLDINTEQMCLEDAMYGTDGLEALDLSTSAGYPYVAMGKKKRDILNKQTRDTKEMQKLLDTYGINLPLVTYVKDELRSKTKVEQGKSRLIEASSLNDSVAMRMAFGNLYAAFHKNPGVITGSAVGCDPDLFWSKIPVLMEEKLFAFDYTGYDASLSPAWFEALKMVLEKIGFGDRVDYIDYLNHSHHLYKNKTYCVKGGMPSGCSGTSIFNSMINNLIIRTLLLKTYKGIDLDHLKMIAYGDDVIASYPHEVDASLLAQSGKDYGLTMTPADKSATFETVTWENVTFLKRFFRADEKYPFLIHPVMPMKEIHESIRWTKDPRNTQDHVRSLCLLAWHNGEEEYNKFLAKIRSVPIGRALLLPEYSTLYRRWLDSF
# PV pol inh FP z-score: further read-out of PV pol inh, marked with its call; z-score; measured here: FP z-score; hits read low
# * hit, by the source's call. These rows are one share of the data; count on the stated rates, not on these rows.
SMILES,PV pol inh,PV pol inh FP z-score
Cc1cccc(NC(=O)Cn2nc3c4ccccc4n(Cc4ccccc4)cc-3c2=O)c1,110,0.3
Cc1ccc(C#N)c(SCC(=O)O)n1,98,-1.5
O=C(NCCc1ccccc1)c1ccc(CS(=O)(=O)c2ccc(Cl)cc2)o1,109,0.5
Clc1ccc(-c2nnn3c2nc(NCc2ccco2)c2ccccc23)cc1,100,-0.3
CC(C)C1C(c2ccccc2)N(C)C(c2ccccc2)CC1(O)c1ccccc1 (configuration not stated),108,0.3
CC1CCN(C(=O)COC(=O)c2ccc(Cl)nc2)CC1,103,0.6
CCn1c(CCc2ccccc2)nnc1SCC(=O)Nc1cccc(OC)c1,100,-0.5
CCOC(=O)C1=C(C)Nc2ccccc2N=C1NC(=O)C1CC2C=CC1C2 (configuration not stated),105,0.3
COc1ccc(N2CC(C(=O)Nc3ccccc3-c3nc(-c4ccc(C)cc4)no3)CC2=O)cc1 (configuration not stated),105,-0.3
N#CC(C(=O)C1CCCCC1)c1nc2ccccc2s1 (configuration not stated),101,-0.2
C[n+]1ccccc1-c1nc2ccccc2s1,104,0.6
CCOc1ccccc1CNC(=O)CCn1c(=O)c2cccn2c2ccc(F)cc21,109,0.4
Oc1oc(-c2ccc(Br)cc2)nc1C=Nc1ccccc1,101,-0.2
O=C(Nc1ccc2c3c(cccc13)S(=O)(=O)N2)c1ccccc1,105,0.2
COc1cccc(CNCCSc2nnnn2C)c1OCc1ccc(Cl)cc1,101,-1

# Continued; the last 4 above are carried over.
SMILES,PV pol inh,PV pol inh FP z-score
CCOc1ccccc1CNC(=O)CCn1c(=O)c2cccn2c2ccc(F)cc21,109,0.4
Oc1oc(-c2ccc(Br)cc2)nc1C=Nc1ccccc1,101,-0.2
O=C(Nc1ccc2c3c(cccc13)S(=O)(=O)N2)c1ccccc1,105,0.2
COc1cccc(CNCCSc2nnnn2C)c1OCc1ccc(Cl)cc1,101,-1
Cc1ccc(Nc2nc(N)nc(COC(=O)CN3CCCC3=O)n2)cc1,107,0.6
CCc1ccc(CNC(=O)CN2C(=O)CSc3c2c(C)nn3-c2ccccc2)cc1,107,0.1
COc1ccc(O)c(-c2cn[nH]c2-c2cccs2)c1,102,0.1
O=C(COC(=O)Cn1cnc2ccccc2c1=O)NC1CCCC1,107,-0.4
CCOC(=O)COc1nc(-c2ccccc2)sc1C(=O)OCC,100,-0.2
Cc1cc(C)nc(SCC(=O)N2CCOCC2)n1,101,0.3
CCc1nc2ccccc2c2nc(NC(=O)C(F)(F)F)nn12,105,1
CC1C(O)=C(c2nc3ccccc3[nH]2)C(=N)N1c1ccccc1 (configuration not stated),100,-0.1
O=C1C(C=NCCCN2CCOCC2)=C(O)c2ccccc21,101,-0.2
CN1C2=C(C#N)C(=O)C(c3ccccc3)N2c2ccccc21 (configuration not stated),102,0.1
Cc1cccn2c(=O)c3cc(C(=O)NC(C)c4ccccc4)c(=N)n(CCOCCO)c3nc12 (configuration not stated),111,0
CCn1c(=O)cc(SCC(=O)NC2CCCc3ccccc32)c2ccccc21 (configuration not stated),104,1.1
CCOc1ccccc1CNC(=O)c1cc2c(=O)n(Cc3ccccc3)ccc2nc1C,104,-0.6
CCC(CC)NC(=O)Cn1[nH]c(=O)c2ccccc2c1=O,96,-0.3
CN(C)CCCNCc1cccn1C,85*,-5.8*
COc1ccc(/C=N/n2cnc3c([nH]c4ccc(OC)cc43)c2=O)cc1,101,-0.2
CCN(CC)S(=O)(=O)c1ccc(C(=O)NCCSc2c(-c3ccc(OC)cc3)[nH]c3ccccc23)cc1,106,0.2
COc1cccc(-c2nn(C)c3sc(C(=O)NCc4ccc(OC)cc4OC)cc23)c1,107,0.6
C=CCSc1nc2c(c(=O)n1Cc1ccco1)C1(CCCCC1)Cc1ccccc1-2,101,0
C=CCN(c1ccccc1)S(=O)(=O)c1cccc(C(=O)N2CCN(c3ncccn3)CC2)c1,104,-0.1
CC(=O)Nc1nonc1-c1nnc(SCC(=O)N(C)c2ccccc2)n1C,106,-0.1
CN(C)C1(CNC(=O)Cc2n[nH]c(=O)c3ccccc23)CCCCC1,97,-0.4
CC(C)(C)c1ccc(CSc2nnc(-c3ccco3)n2-c2ccccc2)cc1,102,0
NC(=O)NC(CC(=O)Nc1cccc(-c2nnc3n2CCCCC3)c1)c1ccccc1Cl (configuration not stated),98,-0.6
Cc1cc(C)cc(NC(=O)CN(c2cc(C(F)(F)F)ccc2Cl)S(=O)(=O)c2ccccc2)c1,108,1
Cc1nn(CC(=O)NCc2ccc(OC(C)C)cc2)c(=O)c2cc3occc3n12,105,0.9
CCOC(=O)c1cc2c(=O)n3ccccc3nc2n(C2CCCCC2)c1=NC(=O)c1cccnc1,99,-1
CCOc1ccc(NC(=O)c2oc3ccccc3c2NC(=O)Cc2cccs2)cc1,105,0.3
O=C(NC(=S)c1ccccc1)C1CC1,91,-1.3
O=C(NCCc1ccccc1)c1ccc(CSc2nc3cccnc3n2Cc2ccccc2)cc1,110,0.1

# Overlap with the part before: 2 compounds, then new ones.
SMILES,PV pol inh,PV pol inh FP z-score
O=C(NC(=S)c1ccccc1)C1CC1,91,-1.3
O=C(NCCc1ccccc1)c1ccc(CSc2nc3cccnc3n2Cc2ccccc2)cc1,110,0.1
Cc1ccccc1NC(=O)CC(C)C,105,0.2
CCOC(=O)c1cc2c(=O)n3ccccc3nc2n(C)c1=NC(=O)c1c(-c2ccccc2Cl)noc1C,105,0.1
CCOC(=O)c1ccc2ncc(C(=O)OCC)c(Nc3ccc(N(C)C)cc3)c2c1,105,0.6
O=C(NCC1OCCc2ccccc21)C(c1ccccc1)c1ccccc1 (configuration not stated),104,0.7
CC(=O)Nc1ccc(NS(=O)(=O)c2cn(C)cn2)cc1,102,0.2
CC(C)(C)NNC(=S)Nc1cccc(F)c1,101,0.1
COC(=O)c1cc(NC(=O)c2cc3sccc3n2Cc2ccc(Cl)cc2)cc(C(=O)OC)c1,107,0.7
CCOc1ccccc1NS(=O)(=O)c1c(-c2ccc(C)cc2)csc1C(=O)OC,108,0.5
CCOc1ccc(/C=N\n2c(C)nnc2C)cc1,101,-0.1
Cc1ccc(S(=O)(=O)N(C)CC(O)Cn2c3ccccc3c3ccccc32)cc1 (configuration not stated),103,0.3
CCC1=C(c2ccc(C)cc2)S(=O)(=O)N=C1N1CCC(C(=O)Nc2ccccc2C(=O)OC)CC1,107,0.1
CC(C)Cn1c(=O)c2sccc2n2c(CCCC(=O)NC3CCCCC3)nnc12,115,0
OCCNCCSc1nnc(-c2cccs2)o1,97,-0.9
COc1ccc(CNC(=O)c2ccc3c(Cl)c4c(nc3c2)CCCC4)c(OC)c1,107,0.4
CC1(C)Cc2c(c(N3CCOCC3)nc3sc(-c4ccc(C(=O)NN)o4)c(N)c23)CO1,108,1.1
CCCN(CCC)CCCNC(=O)C1CCN(S(=O)(=O)CC)CC1,100,-2.7
Cc1cc(C)cc(NC(=O)CCNS(=O)(=O)c2ccc3[nH]c(=O)ccc3c2)c1,103,0.6
CCCCc1ccc(NC(=O)c2ccc(=O)n(Cc3cccc(C)c3)c2)cc1,107,-0.1
O=C(c1cc2cc(Br)cc(Br)c2oc1=O)N1CCCCCC1,103,0
CCNC(=O)c1cc(-c2ccccc2)nc2c1cnn2C(C)C,99,-0.2
Cc1ccc(NC(=O)CSc2nc(-c3ccco3)cc(C(F)(F)F)n2)cc1C,103,0
Cc1cccc(Nc2ncc3c(n2)CC(C)CC3=O)c1 (configuration not stated),102,0
Cc1nc2cccnc2n1C1CCN(S(=O)(=O)c2ccc(Cl)cc2)CC1,108,0.2
CC(C)c1ccc(NC(=O)CSc2ncc3c(n2)-c2ccccc2N(C)S3(=O)=O)cc1,102,-0.3
CC1CC(C)CN(C(=O)C2c3ccccc3C(=O)N(C)C2c2cccs2)C1 (configuration not stated),103,0.1
O=C(Nc1ccc(Cl)c(Cl)c1)Nc1nc(-c2ccccc2)cs1,102,-0.1
O=C(CCn1nnc2ccccc21)Nc1nnc(COc2ccccc2F)s1,105,1
c1ccc2c(c1)nc1n2CCN1,101,0.2
CCc1ccccc1N(C)C(=O)c1nn(C)c2c1CSc1ccccc1-2,115,0.5
CC(C)n1c(SCC(N)=O)nc2ccccc21,101,-0.6
Cc1ccc(-n2nc(C)cc2NC(=O)CC#N)cc1,102,0
COC(=O)c1ccc(OCC2c3cc(OC)c(OC)cc3CCN2C(=O)c2ccccc2)cc1 (configuration not stated),101,-0.3
Cc1ccccc1Nc1cc(C)c(C#N)c2nc3ccccc3n12,96,-0.8
CCN(CC)C(=O)CSc1c2c(nc3ccc(Cl)cc13)CCCC2,105,1.4
CC(C)OC(=O)Cn1c(=O)oc2ccccc21,106,0.3
CC(=O)Nc1ccccc1C(=O)c1n[nH]nc1-c1ccc(Cl)cc1,100,-0.4
O=S(=O)(c1ccc(O)cc1)N1CCOCC1,103,0.1
COc1ccc2c(CNCc3cccs3)c(C(=O)O)n(Cc3ccc(C)cc3)c2c1,103,-0.7
NNC(=O)c1oc2nc(-c3ccccc3)cc(-c3ccccc3)c2c1N,107,0.3
Cc1ccc(-n2ncc3c(NCCCn4ccnc4)ncnc32)cc1C,108,0.3
NS(=O)(=O)c1ccc(CCNC(=O)Cn2c(=O)c3cccn3c3ccc(F)cc32)cc1,108,0.2
CCCn1cnc2cc(NCc3cccs3)ccc21,100,-0.6
CC(C)CC(=O)Nc1cc(-c2ccccc2F)nn1-c1ccccc1,106,-0.3
O=C(COC(=O)C1=COCCO1)Nc1ccc2[nH]c(=O)[nH]c2c1,98,-0.5
CC(C)c1ccc(S(=O)(=O)c2nnn3c2nc(N2CCCCC2)c2sccc23)cc1,104,-0.3
CCC(=O)Nc1ccc(S(=O)(=O)NCc2ccc3c(c2)CCN3C(=O)c2ccc(C)cc2)cc1,106,-0.4
CCC(=O)N1CCCc2cc(S(=O)(=O)N3CCC(C(=O)NC4CCC(C)CC4)CC3)ccc21 (configuration not stated),112,1.2
CCOC(=O)c1ccc(NC(=O)C(CC(C)C)N2C(=O)C3C4C=CC(C4)C3C2=O)cc1 (configuration not stated),101,0.4
COc1ccc(-c2nc(CS(=O)CC(=O)NCc3ccccc3OC)c(C)o2)cc1 (configuration not stated),97,-1.1
O=C(NCc1cccs1)c1cc2cccc3c2n1CCS3,103,0.3
COc1ccc(C2CC3(CC(C)(C)NC(=O)N3)Oc3cc(O)ccc32)cc1 (configuration not stated),101,-0.4
COc1cccc(NS(=O)(=O)c2ccc3[nH]cc(C(=O)N4CCCCC4C)c(=O)c3c2)c1 (configuration not stated),101,0.1
CC(C)Nc1nc(-c2ccccc2)nc2ccccc12,102,0.1
O=C(Cc1ccccc1)NCCSc1ccccc1,97,-0.7
COc1ccccc1/C=C/C=N\N1CCN(c2ccccc2)CC1,100,-0.3
CCCNC(=O)CSc1c(CCC)cnc2c1c(=O)n(C)c(=O)n2C,113,1.4
COc1coc(C(=O)O)c1OC,100,-0.5
NCCc1nc2ccccc2[nH]1,103,-0.1
Cc1cc(C)n2nc(SCC(=O)NC(C)C(C)C)nc2n1 (configuration not stated),114,0.8
CCOC(=O)Nc1ccc2c(CN3C(=O)NC(CC)(CC)C3=O)cc(=O)oc2c1,106,0.4

# A second format for part of the listing above:
# Values run as follows: PV pol inh | PV pol inh FP z-score
CC(=O)Nc1ccccc1C(=O)c1n[nH]nc1-c1ccc(Cl)cc1
→ 100 | -0.4
Cc1cc(C)n2nc(SCC(=O)NC(C)C(C)C)nc2n1 (configuration not stated)
→ 114 | 0.8
CCOC(=O)Nc1ccc2c(CN3C(=O)NC(CC)(CC)C3=O)cc(=O)oc2c1
→ 106 | 0.4
CCn1c(=O)cc(SCC(=O)NC2CCCc3ccccc32)c2ccccc21 (configuration not stated)
→ 104 | 1.1

# Filtered by structure, the entries above with bromine (two)
SMILES,PV pol inh,PV pol inh FP z-score
Oc1oc(-c2ccc(Br)cc2)nc1C=Nc1ccccc1,101,-0.2
O=C(c1cc2cc(Br)cc(Br)c2oc1=O)N1CCCCCC1,103,0

# Next section:
SMILES,PV pol inh,PV pol inh FP z-score
O=C1CC(NC(=O)C(F)(F)F)=NN1c1ccccc1,99,-0.8
O=C(CCN1C(=O)C2CC=CCC2C1=O)OCc1ccc(Cl)cc1 (configuration not stated),103,0.5
CC(C(=O)NCc1ccco1)N1C(=O)c2ccccc2C1=O (configuration not stated),103,0.3
CCSc1nnc(SCC(=O)Nc2ccc(S(=O)(=O)N3CCCC3)cc2)s1,114,0.8
O=C(Nc1ccccn1)C12CC3CC(CC(C3)C1)C2,103,0.2
COc1cccc(S(=O)(=O)NCc2ccc(C(=O)N3CCCC3)cc2)c1,100,-0.1
C=Cn1cc[n+](CC(=O)c2ccc(C)cc2)c1,106,1.6
COc1ccccc1S(=O)(=O)Cc1ccc(C(=O)N2CCN(c3cc(Cl)ccc3C)CC2)o1,103,-0.2
CCN(C(=O)/C=C/c1ccco1)c1nc2c(C)cccc2s1,98,-0.5
COc1ccc(NC(=O)CCSc2nc(C)cs2)cc1,101,-0.1
Cn1nc(C(F)(F)F)c(-c2cccc(C(F)(F)F)c2)c1NC(=O)c1nccnc1C(=O)O,100,-0.5
C=CCOn1c(=O)c(-c2ccc(C)cc2)[n+]([O-])c2ccccc21,100,-0.1
COC(=O)c1ccc(C2NC(=O)NC3=C2C(=O)CC(C)(C)C3)cc1 (configuration not stated),105,0.3

# Screening results deposited in PubChem BioAssay by ICCB-Longwood Screening Facility, Harvard Medical School.
